# Screens from PubChem.
# p53 reactivator: qHTS assay for re-activators of p53 using a Luc reporter | H1299 p53-A138V BP100-luciferase reporter, luminescence, 24 h | Potency, µM (titrated, usually from 92.2 µM), for the others: at the top dose activity change, positive = activation, most hits filed as activators | actives 0.063% (n = 320,000); further: potency means the concentration at half of the fitted maximal effect; % of control where 0% means no effect; nearly all actives have a fitted effect of over 45% in size
#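 p53-null H1299 cells stably carrying temperature-sensitive p53-A138V and a BP100-luciferase reporter were pinned with compounds (4-point, 1:5 series) and held 24 hrs at 37 deg C. Luminescence was read 10 min after detection reagent.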
# Giardia kill: Small Molecules that selectively kill Giardia lamblia: qHTS; AID 540267, 2011; Giardia lamblia trophozoite viability; activity change, % at 7.66 µM, hits read low; actives 0.15% (n = 340,000); in the data active means activity change below about -80%; inconclusive means between about -30% and that limit;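 further: parasites exposed to compound for two days anaerobically before the ATP read; on the % scale 0 is the no-effect control and ±100 the full control effect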
#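 Luminescence from cellular ATP indicates surviving trophozoites (100 cells/well) following 48 hrs anaerobic compound treatment at 37 deg C; signal develops 15-30 min at room temperature.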
# VP16 counter: VP16 counterscreen qHTS for inhibitors of ROR gamma transcriptional activity | Drosophila S2 Gal4-VP16 UAS-luciferase, luminescence, 20 h | Potency, µM (doses to about 53.6 µM), inactives show at the top dose activity, negative = inhibition, most hits filed as inhibitors | actives 3.5% (n = 310,000);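 further: Gal4-VP16 expression switched on by copper sulfate through the metallothionein promoter; potency means the concentration at half of the fitted maximal effect; on the % scale 0 is the no-effect control and ±100 the full control effect; nearly all actives have a fitted effect of over 50% in size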
# ELG1 genotoxic: qHTS screen for small molecules that induce genotoxicity in human embryonic kidney (HEK293T) cells expressing luciferase-tagged ELG1 | HEK293T ELG1-luciferase reporter, luminescence, 16 h | Potency, µM (top dose mostly 46 µM), inactives show at the top dose activity change, positive = activation, actives largely listed as activators | actives 1.3% (n = 330,000) | AID 504466, 2011; further: potency means the concentration at half of the fitted maximal effect; % of control where 0% means no effect; nearly all actives have a fitted effect of over 60% in size
#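 Genotoxic stress is detected as increased luminescence from luciferase-tagged ELG1 in HEK293T cells, measured with ONE-Glo after a 16 hr treatment at 37 °C.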
# Menin-MLL TR inh: qHTS Assay for Inhibitors Targeting the Menin-MLL Interaction in MLL Related Leukemias: Competition With Texas Red Labeled MLL-derived Mutant Peptide; O00255; Menin + Texas Red MLL mutant peptide, fluorescence polarization; Potency, µM (series often up to 61.6 µM), for the others: at the top dose FP activity change, negative = inhibition, usual class: inhibitors; actives 0.23% (n = 270,000); active means well fitted inhibition curve with a large enough effect in the polarisation, with a control signal flat, not every such curve was filed as active; inconclusive means small, poorly fitted or top-dose-only effect, or effect the other way, or a change in a side signal; inactive means no such curve, though single readings can be large or run the other way; the % refers to the polarisation; further: potency means the concentration at half of the fitted maximal effect; % of control where 0% means no effect; many of its hits are not listed in these tables
# RORg inh: qHTS for inhibitors of ROR gamma transcriptional activity; actives 5.4% (n = 310,000); Drosophila S2 Gal4-RORgamma UAS-luciferase reporter, 20 h; Potency, µM (top dose mostly 53.6 µM), inactives show at the highest dose activity change, negative = inhibition, hits mostly inhibitors; Nuclear receptor ROR-gamma (Mus musculus), P51450; further: potency means the concentration at half of the fitted maximal effect; on the % scale 0 is the no-effect control and ±100 the full control effect; nearly all actives have a fitted effect of over 60% in size
# Target sequence (P51450 whole entry, looked up, the tested form may be a part): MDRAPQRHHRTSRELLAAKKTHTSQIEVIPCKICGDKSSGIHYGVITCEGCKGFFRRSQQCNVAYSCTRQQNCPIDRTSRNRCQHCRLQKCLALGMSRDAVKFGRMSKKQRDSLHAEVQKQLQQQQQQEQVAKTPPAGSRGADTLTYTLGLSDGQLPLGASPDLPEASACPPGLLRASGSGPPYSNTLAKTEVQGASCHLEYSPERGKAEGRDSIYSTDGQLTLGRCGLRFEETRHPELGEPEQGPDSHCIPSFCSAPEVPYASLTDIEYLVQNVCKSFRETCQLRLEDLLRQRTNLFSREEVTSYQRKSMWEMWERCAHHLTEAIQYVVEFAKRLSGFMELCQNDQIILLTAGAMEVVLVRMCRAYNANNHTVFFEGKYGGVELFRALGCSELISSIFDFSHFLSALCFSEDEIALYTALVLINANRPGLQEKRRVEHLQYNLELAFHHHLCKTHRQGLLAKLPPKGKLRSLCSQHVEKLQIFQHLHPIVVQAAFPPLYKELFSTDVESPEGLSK
#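 Stably transfected Drosophila Schneider cells are the test system, with ROR gamma fused to Gal4 and luciferase under UAS control; luminescence is read after 20 hr of 700 uM copper sulfate induction at ambient temperature.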
# PKM2 activator: qHTS Assay for Activators of Human Muscle isoform 2 Pyruvate Kinase. Pyruvate kinase PKM (Homo sapiens), P14618. purified PKM2, Kinase-Glo ATP luminescence, activation; response scale: 0% is enzyme alone, no compound. Potency, µM (doses to about 57.5 µM), inactives show at the highest dose activation, most hits filed as activators. actives 0.34% (n = 260,000). AID 1631, 2009; further: potency means the concentration at half of the fitted maximal effect; on the % scale 0 is the no-effect control and ±100 the full control effect; nearly all actives have a fitted effect of over 55% in size
# Target sequence (P14618 whole entry, looked up, canonical isoform): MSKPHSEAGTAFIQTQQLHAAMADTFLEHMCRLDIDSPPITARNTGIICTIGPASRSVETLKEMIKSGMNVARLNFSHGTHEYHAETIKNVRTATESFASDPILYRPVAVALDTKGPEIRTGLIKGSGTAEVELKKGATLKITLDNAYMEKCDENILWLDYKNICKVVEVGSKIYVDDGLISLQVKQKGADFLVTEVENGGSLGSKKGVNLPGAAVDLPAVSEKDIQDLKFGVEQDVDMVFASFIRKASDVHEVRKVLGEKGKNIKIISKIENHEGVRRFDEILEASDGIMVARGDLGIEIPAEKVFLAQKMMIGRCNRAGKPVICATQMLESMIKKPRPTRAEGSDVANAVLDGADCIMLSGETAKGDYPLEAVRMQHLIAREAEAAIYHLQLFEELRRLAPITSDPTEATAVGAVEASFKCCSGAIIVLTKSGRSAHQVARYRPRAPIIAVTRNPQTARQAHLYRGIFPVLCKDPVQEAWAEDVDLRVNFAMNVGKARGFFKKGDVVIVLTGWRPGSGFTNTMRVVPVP
#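 Purified hPK-M2 (>95%) run at intermediate activity with 0.1 mM ADP and 0.5 mM PEP in 50 mM imidazole pH 7.2, KCl, MgCl2; 1 h room temperature. ATP formed read by Kinase-Glo luminescence; normalized to uninhibited and no-enzyme controls.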
# FLuc counter: qHTS profiling assay for firefly luciferase inhibitor/activator using purifed enzyme and Km concentrations of substrates (counterscreen for miR-21 project); Luciferin 4-monooxygenase (Photinus pyralis), P08659; purified FLuc, Km substrates, luminescence inhibition; Potency, µM (top dose mostly 57.5 µM), for the others: at the top dose activity change, negative = inhibition, actives largely listed as inhibitors; actives 6.9% (n = 360,000); AID 588342, 2011;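 further: potency means the concentration at half of the fitted maximal effect; plate controls were vehicle for no effect and reference inhibitor for full effect; nearly all actives have a fitted effect of over 55% in size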
#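 Purified P. pyralis luciferase (10nM final) with 10uM D-luciferin and 10uM ATP (Km levels) in 50mM Tris acetate pH 7.5, 10mM Mg acetate, 0.01% Tween-20, 0.05% BSA; qHTS 6-point titration, ~60 µM downward; luminescence read.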
# Rab9 promoter act: qHTS Assay for Rab9 Promoter Activators; actives 2.8% (n = 320,000); Potency, µM (highest dose often 9.22 µM), without a hit: at the top dose activation, negative = inhibition, most hits filed as activators; AID 485297, 2010; Huh7 Rab9 promoter-luciferase reporter, luminescence, 24 h; further: potency means the concentration at half of the fitted maximal effect; % of control where 0% means no effect; nearly all actives have a fitted effect of over 60% in size
#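 Luciferase signal after 10 min detection reagent at ambient indicates Rab9 promoter upregulation; stably transfected Huh7 cells were treated 24 h with compound in DMSO at 37 °C, 5% CO2.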
# NPC1 promoter act: qHTS Assay for NPC1 Promoter Activators. Huh7 NPC1 promoter luciferase reporter, 24 h. Potency, µM (titrated, usually from 9.22 µM), for inactives: at the top dose activation, usual class: activators. actives 2.4% (n = 320,000);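 further: potency means the concentration at half of the fitted maximal effect; % of control where 0% means no effect; nearly all actives have a fitted effect of over 60% in size; reporter is driven by a mutant NPC1 promoter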
#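 Quantitative HTS used a cell-based reporter: Huh7 cells stably bearing the NPC1 promoter upstream of luciferase were treated with compounds for 24 h, and promoter activation was read as luminescence.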
# BRCA1 expr act: qHTS Assay to Identify Small Molecule Activators of BRCA1 Expression | actives 1.1% (n = 380,000) | AID 624202, 2012 | MCF7-BRCA1-FFLuc reporter, luminescence, 48 h; response scale: scaled: vehicle 0%, 10 µM genistein 100% | Potency, µM (top dose mostly 46.1 µM), for inactives: top-dose activation, most hits filed as activators; further: potency means the concentration at half of the fitted maximal effect; nearly all actives have a fitted effect of over 80% in size; some results filed as inactive show a strong effect at the top dose
#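 Compounds are tested at multiple concentrations on MCF7 BRCA1-luciferase reporter cells seeded at 2000 per well; after 48 h, a single luminescence end-point is taken and curves fitted to the normalized data.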
# Active calls of the source: *; ? = inconclusive; / = not tested or not shown; [ ] = remark or other dose. Unless noted, the call rests on the fitted dose curve; in most records, active means well fitted curve in the direction sought with a large enough effect; inconclusive means small, poorly fitted or top-dose-only effect, or another doubt; inactive means no such curve, though single readings can be large; an effect the other way counts as inactive or inconclusive.
No.	SMILES	p53 reactivator	Giardia kill	VP16 counter	ELG1 genotoxic	Menin-MLL TR inh	RORg inh
1	CC(NC(=O)Cn1nc(C(F)(F)F)c2c1CCC2)c1ccccc1 (configuration not stated)	-5%	5	-3%	6%	/	11%
2	CCn1nnc(-c2ccccc2NC(=O)c2cc(OC)cc(OC)c2)n1	2%	-6	-5%	-33%[inhibitor]	-3%	21%
3	CSCCC(NC(=O)c1ccccc1Cl)C(=O)NNC(=O)c1ccccc1O (configuration not stated)	-1%	2	/	0%	/	/
4	CCN1C(=O)[C@@H]2[C@H](C1=O)[C@@H]1C(=O)Nc3ccccc3C(=O)N1[C@@H]2c1cccc(C)c1	-8%	4	/	5%	/	/
5	O=C(CSc1nc2ccccc2c(=O)[nH]1)Nc1ccccc1N1CCOCC1	-2%	-6	-2%	6%	4%	-6%
6	CCN(Cc1ccccc1)S(=O)(=O)CCNC(=O)c1ccc(OC)cc1	3%	-17	/	-6%	/	/
7	Cc1[nH]c2ccccc2c1C(O)CN1CCN(c2cccc(C(F)(F)F)c2)CC1 (configuration not stated)	-43%[inhibitor]	-27	-17%	3%	-3%	2%
8	CCOc1ccc(S(=O)(=O)Nc2ccc(Cl)cn2)c(C)c1C	7%	-14	/	-10%	4%	-4%[0.365 µM]
9	Cc1cc(C)cc(NC(=S)NC(=O)C2CC2)c1	-8%	-17	6.3µM*	0%	/	7.1µM*
10	CC(C)C(OC(=O)c1ccco1)C(=O)NCc1ccco1 (configuration not stated)	/	-9	2%	/	4%	4%
11	CCC(C)N=CC1=C(O)C(C(=O)OC)C(C)(C)CC1=O (configuration not stated)	-14%	-9	?	1%	-16%	-41%
12	CCCCCCOC(=O)NCC(O)c1ccccc1 (configuration not stated)	22%	-2	-5%	18µM*	-17%	1%

No.	PKM2 activator	FLuc counter	Rab9 promoter act	NPC1 promoter act	BRCA1 expr act
1	-8%	1%	0%	0%	1%
2	0%	0%	9%	-5%	-51%
3	/	4%	-5%	8%	-64%
4	/	3%	-2%	-2%	0%
5	-19%	-8%	-12%	-1%	1%
6	/	-1%	-2%	0%	-9%
7	9%	-5%	-8%	-8%	-76%
8	4%	3%	1%	1%	-18%
9	-3%	0%	-6%	-4%	2%
10	-5%	-3%	/	/	1%
11	-11%	-1%	7%	-2%	-5%
12	-6%	12µM*	?	4µM*	2.8µM*

# Part of the list above, with each value named:
(2) CCn1nnc(-c2ccccc2NC(=O)c2cc(OC)cc(OC)c2)n1
  p53 reactivator: 2%	Giardia kill: -6	VP16 counter: -5%	ELG1 genotoxic: -33%[inhibitor]	Menin-MLL TR inh: -3%	RORg inh: 21%	PKM2 activator: 0%	FLuc counter: 0%	Rab9 promoter act: 9%	NPC1 promoter act: -5%	BRCA1 expr act: -51%
(3) CSCCC(NC(=O)c1ccccc1Cl)C(=O)NNC(=O)c1ccccc1O (configuration not stated)
  p53 reactivator: -1%	Giardia kill: 2	VP16 counter: /	ELG1 genotoxic: 0%	Menin-MLL TR inh: /	RORg inh: /	PKM2 activator: /	FLuc counter: 4%	Rab9 promoter act: -5%	NPC1 promoter act: 8%	BRCA1 expr act: -64%
(4) CCN1C(=O)[C@@H]2[C@H](C1=O)[C@@H]1C(=O)Nc3ccccc3C(=O)N1[C@@H]2c1cccc(C)c1
  p53 reactivator: -8%	Giardia kill: 4	VP16 counter: /	ELG1 genotoxic: 5%	Menin-MLL TR inh: /	RORg inh: /	PKM2 activator: /	FLuc counter: 3%	Rab9 promoter act: -2%	NPC1 promoter act: -2%	BRCA1 expr act: 0%

# More entries:
No.	SMILES	p53 reactivator	Giardia kill	VP16 counter	ELG1 genotoxic	Menin-MLL TR inh	RORg inh
13	CCOC(=O)C1=C(C)N(c2ccc(Cl)cc2)C(=O)NC1c1cccc([N+](=O)[O-])c1 (configuration not stated)	-9%	-4	-8%	-5%	1%	?
14	COCCNC(=O)c1cccc(OC2CCN(Cc3ccccc3OC(F)F)CC2)c1	0%	-1	-5%	-6%	-14%	-19%
15	N#CC(=C=[N-])c1nc2ccccc2nc1-[n+]1cccc(NC(=O)c2ccc(F)cc2)c1	2%	/	-2%	-3%	/	-1%
16	CC(=O)c1cccc(NC(=O)N2CCCC2C(=O)NCCc2ccccc2)c1 (configuration not stated)	2%	9	2%	1%	/	-5%
17	CCN1CCN(Cc2ccc(NC(=O)Nc3ccccc3)cc2)CC1	?	?	?	6.5µM*	-15%	?
18	O=C(/C=C/c1ccco1)Nc1ccc(N2CCCC2)cc1	?	-3	?	?	?	-7%
19	Cn1c(=O)c2c(ncn2CC(=O)NCc2cccnc2)n(C)c1=O	19%	-8	2%	0%	-6%	-3%
20	COc1ccc(CCNS(=O)(=O)c2ccccc2)cc1OC	-5%	-7	0%	3%	-22%	4%
21	COc1ccccc1C(=O)NC(=O)COC(=O)C1CC1C (configuration not stated)	11%	-11	/	-7%	/	/
22	O=C(CCCn1c(=S)[nH]c2cc3c(cc2c1=O)OCO3)N1CCN(c2ncccn2)CC1	2%	6	-21%	-7%	9%	16µM*
23	N/C(Cc1ccc(Cl)cc1Cl)=N\OC(=O)c1ccccc1	-2%	-19	-2%	0%	5%	13µM*
24	C=CCn1c(=O)n(C(=O)OCC)c2cc(Br)ccc21	-3%	11	-2%	-1%	-2%	24%

No.	PKM2 activator	FLuc counter	Rab9 promoter act	NPC1 promoter act	BRCA1 expr act
13	1%	5%	-2%	-8%	-6%
14	1%	-1%	-3%	-2%	-4%
15	4%	1%	1%	1%	/
16	1%	-1%	1%	1%	-2%
17	3%	6µM*	1.4µM*	2.8µM*	-7%
18	-1%	2.4µM*	2.8µM*	3.5µM*	84%
19	-2%	1%	0%	2%	-21%
20	-6%	1%	-5%	-1%	0%
21	/	8.5µM*	0%	8%	-3%
22	4%	1%	-9%	-6%	-10%
23	-1%	-19%	2%	0%	12%
24	/	-9%	-2%	-6%	0%

# The results go on:
No.	SMILES	p53 reactivator	Giardia kill	VP16 counter	ELG1 genotoxic	Menin-MLL TR inh	RORg inh
25	CCOCCCNC(=O)c1cc2c(=O)n(CC)c3ccccc3c2s1	-8%	-11	-3%	-4%	-29%	-9%
26	CC[C@H](C)C1NC(=O)[C@H](CC(=O)O)NC(=O)c2cc([N+](=O)[O-])cc(I)c2NCCC(C(N)=O)NC1=O (some centres not stated)	4%	-2	-1%	3%	0%	-17%
27	CCc1c(C)nc(SCC(=O)NNC(=O)c2ccco2)[nH]c1=O	?	-3	-7%	0%	/	1%
28	CCc1sc(C(=O)NNC(=O)CNC(=O)c2ccccc2F)cc1C	-5%	1	/	0%	/	/
29	COc1ccc(C(C)NC(=O)c2ccc(Br)cc2)cc1OC (configuration not stated)	-14%	11	-2%	1%	-3%	?
30	Cc1ccc(Cn2nnc3c(=O)n(CC(=O)N4CCCCC4)cnc32)cc1	1%	-2	-4%	-1%	14%	0%
31	COC(=O)c1cccc(NC(=O)CC2C(=O)NCCN2C(=O)Nc2ccccc2)c1 (configuration not stated)	1%	-10	8%	-1%	/	0%
32	Cc1csc(SC(C)C(=O)Nc2ccccc2C)n1 (configuration not stated)	-6%	8	/	0%	/	/
33	CC1=NN(c2ccccc2)C(=O)/C1=C/c1cn(C)c2ccccc12	3%	-10	17%	-2%	/	3%
34	O=c1oc(-c2cccc(S(=O)(=O)N3CCOCC3)c2)nc2ccccc12	18%	8	-15%	-21%	6%	-4%
35	O=C(O)c1ccc(C(=O)c2ccc3c(c2)C(=O)N(Cc2ccco2)C3=O)cc1	20%	-11	0%	1%	11%	1%

No.	PKM2 activator	FLuc counter	Rab9 promoter act	NPC1 promoter act	BRCA1 expr act
25	/	-13%	-31%[inhibitor]	-12%	-28%
26	-2%	0%	-4%	-2%	-7%
27	/	-1%	4%	-7%	2%
28	/	-18%	-5%	-3%	-1%
29	-6%	-3%	6%	2%	-22%
30	-5%	1%	-1%	-2%	12%
31	-5%	13%	11%	1%	-13%
32	/	-1%	-3%	0%	-1%
33	5%	6µM*	14%	2%	-58%
34	-14%	-13%	-6%	2%	0%
35	8%	-1%	-2%	-2%	-16%

# Some of the compounds tested. The share of hits here may be higher or lower than overall.
